# Screening data deposited in PubChem by National Center for Advancing Translational Sciences (NCATS).
# Rab9 promoter act: Rab9 promoter activation; Potency, µM (top dose mostly 9.22 µM), without a hit: top-dose activation, negative = inhibition, most hits filed as activators; actives 2.8% (n = 320,000); Huh7 Rab9 promoter-luciferase reporter, luminescence, 24 h; note: potency is the fitted concentration of half-maximal effect; % of control where 0% means no effect; nearly all actives have a fitted effect of over 60% in size
#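 Steps: seed 1500 Huh7 Rab9-luc cells per well, rest 2 h at 37 °C; add compound in DMSO; incubate 24 h; add luciferase reagent, 10 min ambient; read luminescence.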
# VP16 counter: inhibits Gal4-VP16 luciferase reporter, ROR gamma counter-screen | Drosophila S2 Gal4-VP16 UAS-luciferase, luminescence, 20 h | Potency, µM (titrated, usually from 53.6 µM), for inactives: at the top dose activity, negative = inhibition, actives largely listed as inhibitors | actives 3.5% (n = 310,000);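 note: Gal4-VP16 expression switched on by copper sulfate through the metallothionein promoter; potency is the fitted concentration of half-maximal effect; % is set by controls: 0 for no effect and ±100 for the full control effect; nearly all actives have a fitted effect of over 50% in size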
# RORgamma inh: blocks mouse ROR gamma transcriptional activity; Drosophila S2 Gal4-RORgamma UAS-luciferase reporter, 20 h; actives 5.4% (n = 310,000); Potency, µM (series often up to 53.6 µM), for the others: at the highest dose activity change, negative = inhibition, usual class: inhibitors; P51450; note: potency is the fitted concentration of half-maximal effect; % is set by controls: 0 for no effect and ±100 for the full control effect; nearly all actives have a fitted effect of over 60% in size
#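 Schneider cells (Drosophila), stable Gal4 DBD–ROR gamma + UAS-luc; 1 hr cmpd preincubation; Cu2+ induction 700 uM final; 20 hr ambient; luminescence.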
# FLuc modulator: firefly luciferase modulation, counter-screen for miR-21 project; P08659; purified FLuc, Km substrates, luminescence inhibition; Potency, µM (titrated, usually from 57.5 µM), for the others: top-dose activity change, negative = inhibition, hits mostly inhibitors; actives 6.9% (n = 360,000);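 note: potency is the fitted concentration of half-maximal effect; plate controls were vehicle for no effect and reference inhibitor for full effect; nearly all actives have a fitted effect of over 55% in size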
# Target sequence (P08659 whole entry, looked up): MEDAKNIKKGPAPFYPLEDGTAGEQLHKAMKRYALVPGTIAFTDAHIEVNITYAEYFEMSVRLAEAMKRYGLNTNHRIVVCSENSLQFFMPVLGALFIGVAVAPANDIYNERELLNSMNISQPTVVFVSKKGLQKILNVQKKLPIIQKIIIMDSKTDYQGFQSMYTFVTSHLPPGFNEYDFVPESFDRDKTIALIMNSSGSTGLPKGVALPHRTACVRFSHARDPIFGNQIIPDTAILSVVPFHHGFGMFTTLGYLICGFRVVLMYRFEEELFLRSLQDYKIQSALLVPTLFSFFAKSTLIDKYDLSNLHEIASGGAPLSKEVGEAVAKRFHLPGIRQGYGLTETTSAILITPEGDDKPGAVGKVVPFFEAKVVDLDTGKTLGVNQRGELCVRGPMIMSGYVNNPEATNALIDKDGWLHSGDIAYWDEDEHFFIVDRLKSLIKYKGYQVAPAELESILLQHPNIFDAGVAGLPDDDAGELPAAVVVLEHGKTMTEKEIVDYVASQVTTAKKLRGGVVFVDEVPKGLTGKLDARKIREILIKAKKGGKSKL
#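 Purified P. pyralis luciferase (10nM final) with 10uM D-luciferin and 10uM ATP (Km levels) in 50mM Tris acetate pH 7.5, 10mM Mg acetate, 0.01% Tween-20, 0.05% BSA; qHTS 6-point titration, ~60 µM downward; luminescence read.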
# ELG1 repair inh: blocks ELG1-dependent DNA repair in HEK293T cells | HEK293T ELG1-luciferase reporter, luminescence, 16 h; DNA damage induced by 5-fluorouridine | actives 2.3% (n = 330,000) | Potency, µM (titrated, usually from 46.1 µM), inactives show at the highest dose activity change, negative = inhibition, usual class: inhibitors; note: potency is the fitted concentration of half-maximal effect; % is set by controls: 0 for no effect and ±100 for the full control effect; nearly all actives have a fitted effect of over 55% in size
#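 Overnight (16 hr) co-exposure of 2,000 cells/well to 5-fluorouridine and compound at 37 °C preceded detection. Luciferase was quantified via ONE-Glo luminescence; loss of signal denotes inhibition.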
# PKM2 act: PKM2 (human) enzyme activation; actives 0.34% (n = 260,000); Potency, µM (doses to about 57.5 µM), inactives show top-dose activation, most hits filed as activators; purified PKM2, Kinase-Glo ATP luminescence, activation; response scale: 0% is enzyme alone, no compound; AID 1631; note: potency is the fitted concentration of half-maximal effect; % is set by controls: 0 for no effect and ±100 for the full control effect; nearly all actives have a fitted effect of over 55% in size
#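 Purified hPK-M2 (>95%) run at intermediate activity with 0.1 mM ADP and 0.5 mM PEP in 50 mM imidazole pH 7.2, KCl, MgCl2; 1 h room temperature. ATP formed read by Kinase-Glo luminescence; normalized to uninhibited and no-enzyme controls.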
# Mito fusion yeast: blocks mitochondrial division or promotes mitochondrial fusion. S. cerevisiae fusion-defective mutant growth rescue, CellTiterGlo 48 h. Potency, µM (series often up to 46.1 µM), for the others: at the top dose growth rescue (activation), hits mostly activators. actives 0.23% (n = 320,000). AID 485298;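 note: potency is the fitted concentration of half-maximal effect; % of control where 0% means no effect; nearly all actives have a fitted effect of over 45% in size; temperature-sensitive fusion mutants such as fzo1-1 at 37 °C on non-fermentable ethanol glycerol medium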
#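 Compounds are tested for their ability to restore growth of mitochondrial fusion-defective yeast strains at non-permissive 37C in YPEG medium over 48 hours. Viability is quantified by luciferase luminescence.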
# Menin-MLL TR inh: displaces Texas Red mutant MLL peptide from human menin. Potency, µM (doses to about 61.6 µM), inactives show at the top dose FP activity change, negative = inhibition, hits mostly inhibitors. Menin + Texas Red MLL mutant peptide, fluorescence polarization. actives 0.23% (n = 270,000). AID 1768. O00255; active = well fitted inhibition curve with a large enough effect in the polarisation, with a control signal flat, not every such curve was filed as active; inconclusive = small, poorly fitted or top-dose-only effect, or effect the other way, or a change in a side signal; inactive = no such curve, though single readings can be large or run the other way; the % refers to the polarisation; note: potency is the fitted concentration of half-maximal effect; % of control where 0% means no effect; many of its hits are not listed in these tables
# NPC1 prom act: activators of NPC1 promoter | Huh7 NPC1 promoter luciferase reporter, 24 h | Potency, µM (top dose mostly 9.22 µM), without a hit: top-dose activation, most hits filed as activators | actives 2.4% (n = 320,000) | AID 485313;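 note: potency is the fitted concentration of half-maximal effect; % of control where 0% means no effect; nearly all actives have a fitted effect of over 60% in size; reporter is driven by a mutant NPC1 promoter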
#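 Huh7 cells stably carrying NPC1 promoter–luciferase, plated in Opti-MEM with 10% FBS for 2 h, were exposed to compound in DMSO for 24 h at 37 °C; luciferase reagent was added for 10 min and luminescence read.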
# MBNL1-CUG inh: inhibitors of human MBNL1 binding to CUG repeat RNA | Potency, µM (highest dose often 57.5 µM), inactives show at the top dose activity change, negative = inhibition, usual class: inhibitors | actives 0.036% (n = 280,000) | Q9NR56 | TR-FRET MBNL1-His/biotin-(CUG)12 binding, 665/545 ratio; active = well fitted inhibition curve with a large enough effect in the signal ratio, with a control signal flat, not every such curve was filed as active; inconclusive = small, poorly fitted or top-dose-only effect, or effect the other way, or a change in a side signal; inactive = no such curve, though single readings can be large or run the other way; the % refers to the signal ratio; note: potency is the fitted concentration of half-maximal effect; % is set by controls: 0 for no effect and ±100 for the full control effect
# Target sequence (Q9NR56 whole entry, looked up): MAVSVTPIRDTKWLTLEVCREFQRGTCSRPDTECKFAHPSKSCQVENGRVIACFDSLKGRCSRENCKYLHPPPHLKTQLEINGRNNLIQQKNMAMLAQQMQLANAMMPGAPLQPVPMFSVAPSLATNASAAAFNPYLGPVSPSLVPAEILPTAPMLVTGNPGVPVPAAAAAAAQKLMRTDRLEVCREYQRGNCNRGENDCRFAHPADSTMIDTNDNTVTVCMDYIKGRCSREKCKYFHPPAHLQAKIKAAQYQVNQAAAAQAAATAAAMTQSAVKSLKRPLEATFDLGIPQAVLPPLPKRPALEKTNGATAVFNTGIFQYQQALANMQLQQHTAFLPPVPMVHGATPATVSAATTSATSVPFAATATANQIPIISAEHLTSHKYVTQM
#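 TR-FRET between His-tagged MBNL1 and biotin-(CUG)12 RNA, detected with Tb anti-His antibody (0.055 ng/ul) and streptavidin-XL665 (5 nM), 60 min at room temperature. Compounds titrated 92 nM to 58 uM; 665/545 nm ratio normalized to buffer and complex controls.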
# KCNH2 3.1 block: inhibitors of human KCNH2 3.1 potassium channel isoform; activity change, % (tested at about 1.8 µM); actives 0.95% (n = 340,000); U2OS KCNH2 3.1, thallium flux FluxOr; stronger effect = lower value;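 active = maximum activity change below -70%; inconclusive = maximum activity change from -70% to -50%; inactive = maximum activity change above -50%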;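 note: thallium influx rate constant from kinetic fluorescence after stimulation buffer; % is set by controls: 0 for no effect and ±100 for the full control effect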
#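 Thallium flux read-out: FluxOr dye with Red40 quencher in HBSS/HEPES, 45 min at RT. Rate constants from kinetic reads were normalized to positive and negative DMSO controls. Cells: U2OS virally expressing the 3.1 isoform.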
# Active calls of the source: *; ? = inconclusive; . = not tested or not shown; [ ] = remark or other dose. Unless noted, calls come from the whole dose curve; as a rule, active = well fitted curve in the direction sought with a large enough effect; inconclusive = small, poorly fitted or top-dose-only effect, or another doubt; inactive = no such curve, though single readings can be large; an effect the other way counts as inactive or inconclusive. The list is partial; count on the stated rates, not on these rows.
SMILES,Rab9 promoter act,VP16 counter,RORgamma inh,FLuc modulator,ELG1 repair inh,PKM2 act,Mito fusion yeast,Menin-MLL TR inh,NPC1 prom act,MBNL1-CUG inh,KCNH2 3.1 block
O=C(C1CCN(S(=O)(=O)c2cccs2)CC1)N1CCCC(C(F)(F)F)C1 (stereo unspecified),0%,-9%,0%,4%,-1%,-3%,0%,.,-2%,4%,3
Clc1ccccc1-c1nnc2sc(C3COc4ccccc4O3)nn12 (stereo unspecified),-2%,-21%,?,-14%,6%,8%,12%,-22%,-1%,4%,23
CCc1cccc(C)c1NC(=O)CSc1nnc(-c2cc3cc(Br)ccc3o2)n1CC,-15%,-1%,33%,2%,?,1%,-1%,7%,-1%,8%,-28
CCN(c1ccccc1)S(=O)(=O)c1cc(OC)ccc1OC,3%,-29%,-5%,4%,-1%,3%,-1%,-4%,0%,3%,11
Cc1ccccc1CC1SC(N=C(N)N)=NC1=O (stereo unspecified),8%,-9%,31%[1.91 µM],5%,9%,-11%,3%,11%,-2%,3%,0
C/C(CC(=O)Nc1ccc2c(c1)OCO2)=N\NC(=O)c1ccccc1N,0%,-6%,-34%,-17%,5%,-10%,-10%,.,15%,-4%,-2
CCN1CCN(C(=O)CS(=O)Cc2nc(-c3cccc(C)c3)oc2C)CC1 (stereo unspecified),5%,6%,-16%,2%,-1%,.,3%,0%,-1%,-3%,20
COc1cccc(CC(NC(C)=O)C(=O)NC2CCN(C(=O)C3CCCCC3)CC2)c1OC (stereo unspecified),-1%,3%,-8%,-2%,7%,2%,6%,8%,1%,4%,-3
O=C(Nc1ccn(Cc2ccccc2)n1)c1cccc(Cn2cc([N+](=O)[O-])cn2)c1,4%,-6%,?,15µM*,?,12%,1%,17%,4%,-3%,5
O=C(c1ccccc1F)N1CCN(c2ccc([N+](=O)[O-])cc2-n2cccc2)CC1,-3%,-4%,27%,0%,?,-2%,?,.,-3%,?,-29
O=C1CN(C(=O)c2cc(F)cc(F)c2)c2ccccc2N1,15%,2%,1%,-2%,-2%,-1%,3%,20%,-2%,-1%,-8
Cc1ccc(N/C(=C\C(=O)c2ccccc2)C(=O)O)cc1,?,21%,-1%,?,?,-5%,-4%,9%,?,-6%,-2
COc1ccc2c(c1)cc(C(O)c1ccccn1)n2S(=O)(=O)c1ccccc1 (stereo unspecified),0%,0%,16%,-6%,11%,-2%,?,-7%,-2%,8%[11.5 µM],-17
Cc1ccc(NC(=O)CCCNC(=O)c2ccc(Cl)cc2)c(Br)c1,2%,6%,31%,-6%,-20%,.,-15%,-22%,-4%,8%,4
CCN(CC)S(=O)(=O)c1ccc(N(C)CCc2ccc(OC)c(OC)c2)nc1,-6%,7%,14%,1%,?,0%,-12%,-5%,-2%,-13%,-26
Cc1cccc(OCC(O)CN2C(C)(C)CC(O)CC2(C)C)c1C (stereo unspecified),-1%,-2%,-1%,11%,26%,4%,-7%,12%,1%,13%,-15
O=C(Nc1ccccn1)c1cc(-c2cccc(Cl)c2)nc2ccccc12,-4%,-5%,?,-17%,18µM*,4%,-3%,-2%,-2%,3%,11
Cn1nnnc1SCC(=O)N1CCN(S(=O)(=O)c2ccc(Cl)cc2)CC1,-8%,0%,27%,-3%,-5%,2%,9%,-3%,-2%,8%,5
CCCCn1c(N)c(N(CC(C)C)C(=O)c2ccc(Cl)c(S(=O)(=O)N3CCCC3)c2)c(=O)[nH]c1=O,2%,.,.,3%,6%,.,-5%,.,1%,.,16
COc1ccc(Oc2ccc(-c3ccn[nH]3)cc2)cc1,?,-10%,15%,24µM*,?,-10%,5%,.,?,-2%,0

# 5 compounds already listed, sorted by length of the SMILES, descending:
SMILES,Rab9 promoter act,VP16 counter,RORgamma inh,FLuc modulator,ELG1 repair inh,PKM2 act,Mito fusion yeast,Menin-MLL TR inh,NPC1 prom act,MBNL1-CUG inh,KCNH2 3.1 block
CCCCn1c(N)c(N(CC(C)C)C(=O)c2ccc(Cl)c(S(=O)(=O)N3CCCC3)c2)c(=O)[nH]c1=O,2%,.,.,3%,6%,.,-5%,.,1%,.,16
COc1ccc2c(c1)cc(C(O)c1ccccn1)n2S(=O)(=O)c1ccccc1 (stereo unspecified),0%,0%,16%,-6%,11%,-2%,?,-7%,-2%,8%[11.5 µM],-17
O=C(Nc1ccccn1)c1cc(-c2cccc(Cl)c2)nc2ccccc12,-4%,-5%,?,-17%,18µM*,4%,-3%,-2%,-2%,3%,11
Cc1ccc(NC(=O)CCCNC(=O)c2ccc(Cl)cc2)c(Br)c1,2%,6%,31%,-6%,-20%,.,-15%,-22%,-4%,8%,4
Cc1cccc(OCC(O)CN2C(C)(C)CC(O)CC2(C)C)c1C (stereo unspecified),-1%,-2%,-1%,11%,26%,4%,-7%,12%,1%,13%,-15

# The listing continues.
SMILES,Rab9 promoter act,VP16 counter,RORgamma inh,FLuc modulator,ELG1 repair inh,PKM2 act,Mito fusion yeast,Menin-MLL TR inh,NPC1 prom act,MBNL1-CUG inh,KCNH2 3.1 block
COc1ccc(Cc2c3cc(OC)c(OC)cc3cc[n+]2C)cc1OC,-1%,-7%,-9%,-10%,6%,-13%,-1%,.,0%,6%,7
Cc1ccc(S(=O)(=O)NCCC(=O)OCC(=O)N2CCCC2=O)cc1C,0%,.,.,6%,0%,.,0%,.,1%,.,-2
CCOC(=O)c1c(C)c(C(=O)NCc2cccnc2)c(C)n1C,4%,-1%,6%,0%,7%,6%,3%,7%,1%,-23%,-4
COc1ccc(CCNC(=O)C2CC2)cc1OC,4%,-5%,-13%,0%,?,-16%,-3%,5%,0%,-12%,-11
Cc1sc2ncnc(SCC#N)c2c1C,-6%,-2%,?,-3%,5%,6%,-4%,6%,3%,15%,6
C=CCn1c(-c2ccccc2)c[nH]c1=S,28%,?,-29%,27µM*,?,8%,5%,-22%,24%,1%,-8
O=C(Nc1ccc(F)cc1)N1CCC(c2nc3c(nnn3Cc3ccccc3Cl)c(=O)[nH]2)CC1,1%,2%,-14%,-8%,?,2%,-8%,30%,1%,-5%,0
C=CCN1C(=O)c2cccc3c(N4CCCCC4)ccc(c23)C1=O,17%,11%,?,?,1%,-9%,-1%,-19%,6%,13%,-2
CC(=O)Nc1ccc(C(=O)COC(=O)c2c(C)noc2C)c(F)c1,-3%,.,.,?,2%,.,1%,.,0%,.,15
Cc1ccc(S(=O)(=O)N2CC(O)C[C@H]2C(=O)OCC(=O)Nc2ccc(N3CCCCC3)cc2)cc1C (stereo partly specified),14%,.,.,-14%,?,.,-2%,.,10%,.,-6
N#Cc1cnn2ccc(-c3ccc4c(c3)CCC4)nc12,18%,2%,13%,-13%,-2%,1%,-2%,-10%,1%,25%,-8
c1ccc(N2CC[N+]3(CCCC3)CC2)nc1,0%,-5%,4%,0%,-2%,6%,-1%,-3%,-2%,2%,4
CC(C)(CO)NC(=O)C(Cc1ccccc1)N1C(=O)c2ccccc2C1=O (stereo unspecified),2%,-2%,15%,2%,-5%,.,-9%,-4%,-7%,3%,9
COc1ccc(C(O)P(=O)(OCC(C)C)OCC(C)C)c(OC)c1 (stereo unspecified),1%,-3%,-8%,6%,-3%,2%,-4%,-16%,1%,-14%,-4
CCOC(=O)c1ccoc1CSCc1ccc(C(=O)OC)o1,17%,21%,16%,5%,0%,9%,-2%,-3%,-1%,9%,-5
CCc1cccc(NC(=S)Nc2ccc(CN3CCOCC3)cc2)c1,7%,20µM*,11µM*,-7%,5%,-8%,-11%,-7%,0%,5%,10
Cc1n[nH]c(C)c1CCCCOc1ccccc1F,-1%,?,?,3%,2%,.,-6%,-5%,2%,3%,16
CS(=O)(=O)N1CCN(c2ccc(NC(=S)NC(=O)c3cccs3)cc2)CC1,-8%,-12%,6%,-2%,16%,15%,-1%,1%,3%,-11%,-3
COc1ccc(CN(C)C(=O)/C=C/c2ccc(S(=O)(=O)N3CCCCCC3)cc2)cc1,-10%,.,.,-3%,?,.,6%,.,-7%,.,-19
